TTR transcr act: TTR transcription activation, primary screen | SH-SY5Y TTR promoter Gaussia luciferase, luminescence; 100% = recombinant luciferase protein wells | activation, % at 16.7 µM | hit rate 1.3% among 92,000;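 active = activation above the mean of all tested compounds plus 3 SD, cut at about 9.5% in these data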;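 also: cells exposed to compounds for one day before reading; 0% = median of all test compound wells on the plate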
An asterisk follows results filed as active. A portion of the library; rates above refer to the full screens.

SMILES | TTR transcr act
O=C(N/N=C/c1cc([N+](=O)[O-])cc([N+](=O)[O-])c1O)/C(=C\c1cccs1)NC(=O)c1ccccc1 | 1.0
OCCN(CCCn1c(-c2ccncc2)nc2ccccc21)c1nc(CN2CCCCC2)cs1 | 2.3
O=C(c1ccc(CN2CCOCC2)cc1)N1CCC(Cc2ccccc2)CC1 | 1.8
COc1ccc(N/N=C(\C#N)C(=O)NCCc2ccc(OC)c(OC)c2)cc1 | 3.2
COCCN=C1NN=C(c2ccc(NC(C)=O)cc2)CS1 | -1.9
Cc1ccc(NC(=O)C(NS(=O)(=O)c2cccc3nsnc23)C(C)C)nc1 (stereo not given) | 0.2
S=C(c1ccco1)N1CCOCC1 | 0.1
COC(=O)C1=C(C)NC(=O)/C1=C\c1cc(C)n(-c2ccc(F)cc2)c1C | -2.1
Cc1nn(-c2ccccc2)c(N2CCCCC2)c1/C=N/O | -3.9
CN1CCN(c2oc(-c3ccccc3)nc2S(=O)(=O)c2ccccc2)CC1 | 2.2
CC(C(=O)OCC(=O)NC1CCCC1)N1C(=O)c2ccccc2C1=O (stereo not given) | 1.0
COc1ccc(C2NC(=S)N(c3ccccc3)C(C)=C2C(=O)Nc2ccccc2)cc1 (stereo not given) | -2.7
Cn1c(=O)n(Cc2ccccc2Br)c2ccccc21 | 0.2
O=C(Nc1ccon1)Nc1ccccc1C(F)(F)F | 2.0
COc1ccc(Br)cc1C(=O)Nc1ccc(Cc2ccncc2)cc1 | -0.6
O=C(CSc1nnc(-c2ccncc2)n1-c1ccc(Cl)cc1)Nc1ccc(C(=O)O)cc1 | -1.9
Cc1ccc(Sc2cc(C)nc(-c3ccccn3)n2)cc1 | -2.0
COc1ccc(NC(=O)COc2ccc(/C=N/NC(=O)c3cccnc3)cc2OC)cc1 | -0.7
C[C@@H]1CCN(C2CC2)S(=O)(=O)c2ccc(N3CC[C@@H](N(C)C)C3)cc2O1 | 0.3
CCn1nc(C(=O)NCCc2ccc3c(c2)OCCO3)c2ccccc2c1=O | -0.1
COc1ccc(/C=N/NC(=O)COc2cccc3cccnc23)cc1OC | -0.9
COc1ccc2[nH]c(=O)c(CN(C(=O)COc3ccccc3)C(C)C)cc2c1 | -1.0
C(=C\c1ccccc1)/C=N/Nc1nncc(-c2ccccc2)n1 | -1.0
Cc1c(OCC(F)(F)F)ccnc1CSc1nc2ccccc2[nH]1 | 1.4
COc1cccc(C(=O)OCC(=O)Nc2cc(C)c(C)cc2[N+](=O)[O-])c1 | -1.0

Copied from the list.
Value of CCn1nc(C(=O)NCCc2ccc3c(c2)OCCO3)c2ccccc2c1=O under TTR transcr act: -0.1
Value of COc1ccc(N/N=C(\C#N)C(=O)NCCc2ccc(OC)c(OC)c2)cc1 under TTR transcr act: 3.2
Value of Cc1nn(-c2ccccc2)c(N2CCCCC2)c1/C=N/O under TTR transcr act: -3.9
Value of COc1ccc2[nH]c(=O)c(CN(C(=O)COc3ccccc3)C(C)C)cc2c1 under TTR transcr act: -1.0
Value of O=C(CSc1nnc(-c2ccncc2)n1-c1ccc(Cl)cc1)Nc1ccc(C(=O)O)cc1 under TTR transcr act: -1.9
Value of O=C(N/N=C/c1cc([N+](=O)[O-])cc([N+](=O)[O-])c1O)/C(=C\c1cccs1)NC(=O)c1ccccc1 under TTR transcr act: 1.0

Ordered by value in TTR transcr act (high to low): 3 from the list above
SMILES | TTR transcr act
C(=C\c1ccccc1)/C=N/Nc1nncc(-c2ccccc2)n1 | -1.0
Cc1ccc(Sc2cc(C)nc(-c3ccccn3)n2)cc1 | -2.0
COC(=O)C1=C(C)NC(=O)/C1=C\c1cc(C)n(-c2ccc(F)cc2)c1C | -2.1

The results go on.
SMILES | TTR transcr act
CNc1ccc([N+](=O)[O-])cc1-c1nc2ccccc2[nH]c1=O | 0.2
NC(=O)C1(c2ccccc2)CCC(=O)N1c1ccccc1 (stereo not given) | 0.6
COc1ccc(-c2oc(/N=C/N3CCCC3)c(C#N)c2-c2ccc(OC)cc2)cc1 | -0.9
O=C(O)c1ccc2c(=O)n3c(nc2c1)/C(=C/c1cccc(Cl)c1Cl)CCCC3 | 1.0
O=C1NC(=Nc2cccc(Cl)c2)SC1Cc1cccc(Cl)c1Cl (stereo not given) | 1.1
CCCCOCCCNC(=O)C[C@H]1C[C@@]2(C(=O)OC)C(=C[C@H](C3CCCC3)O[C@@H]2C)N(Cc2cccc3ccccc23)C1=O | -1.1
O=C1NC(Cc2ccccc2)c2nc3ccc(F)cc3c(=O)n2-c2cc(Cl)ccc21 (stereo not given) | -2.7
CC(C)C[C@H](NC(=O)N1CC(=O)Nc2ccccc21)C(=O)N[C@H](Cc1ccccc1)C(=O)O | 0.5
CCN(C(=O)CSc1cccc[n+]1[O-])c1ccccc1 | 2.5
CCCc1nc2sc3c(=O)n(N)cnc3c2c2c1CCCC2 | -1.4
Cc1ccc(C(=O)Nc2ncc3c(n2)CC(c2ccco2)CC3=O)cc1 (stereo not given) | -0.5
C[C@H](NC(=O)c1nc[nH]c1C(=O)NCCCCCNC(=O)OC(C)(C)C)c1ccccc1 | -7.7
COC(=O)CN(c1ccccc1OC)S(=O)(=O)c1ccccc1 | 0.7
C[C@@H]1Cn2cnc(C(=O)Nc3cccc(Cl)c3)c2C(=O)N1 | -1.8
Cc1cccc(NC(=O)CCC(=O)NCCO)c1 | -0.8
CN1CCN(C(=S)c2cn(CCOc3ccccc3F)c3ccccc23)CC1 | 0.2
CCN(CC)c1ccc(N=Cc2ccc([N+](=O)[O-])o2)cc1 | 17*
Cn1ccc2c(-c3ccc(C(C)(C)C)cc3)cc3c(c21)C1CCC3O1 (stereo not given) | 0.3
O=C(NCCN1CCNCC1)c1ccccc1O | 2.6
CCOC(=O)/C=c1\s/c(=C\c2ccc3cc(OC)ccc3c2)c(=O)n1CC(=O)NCc1ccc2c(c1)OCO2 | 0.0
CCNC(=O)COC(=O)c1cc(C)n(-c2ccccc2)c1C | -0.7
O=C(NCCCN1CCc2ccccc2C1)Nc1ccc(Cl)cc1 | 1.4
O=[N+]([O-])c1cccc(Nc2nc(Cl)nc(Cl)n2)c1 | 5.7
c1ccc(-c2cnc(-c3cccnc3)o2)cc1 | 5.0
CCOC(=O)CN(C(=O)CSc1nnc2c(n1)[nH]c1c(C)cc(C)cc12)c1ccccc1 | 4.8

Ordered by count of non-hydrogen atoms (ascending): some entries from above
SMILES | TTR transcr act
CCCc1nc2sc3c(=O)n(N)cnc3c2c2c1CCCC2 | -1.4
COC(=O)CN(c1ccccc1OC)S(=O)(=O)c1ccccc1 | 0.7
COc1ccc(-c2oc(/N=C/N3CCCC3)c(C#N)c2-c2ccc(OC)cc2)cc1 | -0.9
CCOC(=O)CN(C(=O)CSc1nnc2c(n1)[nH]c1c(C)cc(C)cc12)c1ccccc1 | 4.8

(cont.)
SMILES | TTR transcr act
Cc1ccc(C(=O)N2O[C@]34C=C[C@]25C[C@@H](O)CC[C@]5(C)C3CC[C@]2(C)[C@@H]([C@H](C)/C=C/[C@H](C)C(C)C)CC[C@H]24)cc1 (stereo not given in full) | -0.8
COc1cccc(CC(=O)n2nc(N)c3cc4ccc(OC)cc4nc32)c1 | 0.9
COC(=O)C1CN(CCO)CCS(=O)(=O)N1Cc1cccc(Cl)c1 (stereo not given) | -0.4
Cc1ccc(C)c(OCc2nnc(N)s2)c1 | 1.9
CC(C)NC(=O)NC(=O)COc1ccc(Br)cc1Br | 1.1
CC12CN3CC(C)(CN(C1)C3c1ccc3c(c1)OCO3)C2 (stereo not given) | -0.8
O=C1c2cccc3c(N4CCOCC4)c([N+](=O)[O-])cc(c23)C(=O)N1c1cccc2ccccc12 | -2.4
CCOc1cccc(N2C(=O)CC(N3CCC(C(N)=O)(N4CCCCC4)CC3)C2=O)c1 (stereo not given) | 1.3
CC(=O)Nc1ccccc1-c1nc2ccc(C(=O)N3CCN(c4cc(C)ccc4C)CC3)cc2[nH]c1=O | -1.3
CCc1ccc(CCC(=O)Nc2ccc(Br)cc2)o1 | -0.4
CCCOc1ccc(CC(=O)NNC(=S)Nc2ccccc2)cc1Br | 0.6
O=C(Cn1cnc([N+](=O)[O-])n1)N/N=C/c1ccc2ccccc2c1 | 0.8
CCOC(=O)c1sc2ncn(CC(=O)N(CC)CC)c(=O)c2c1C | -1.1
CC(C)CCN(C(=O)c1csnn1)C(C(=O)NC1CCCC1)c1ccc(F)cc1 (stereo not given) | 0.0
COc1ccccc1CC1(C)C(=O)Nc2c(Cl)cccc21 (stereo not given) | 7.5
CCOC(=O)C1CCN(c2c(N3CCCCCC3)c(=O)c2=O)CC1 | -1.1
COc1cc(/C=N/Nc2nc3ccccc3o2)cc(OC)c1O | -2.9
CCN1C(=O)S/C(=C/c2ccc(Sc3nc4ccccc4[nH]3)o2)C1=O | -4.2
Cc1cc(C)cc(NC(=O)OC2CC3CC2[C@H]2CCCCN2[C@H]3C)c1 (stereo not given in full) | 2.2
COc1ccc(C(=O)Nc2ccccc2C(=O)N/N=C/c2ccncc2)cc1OC | 5.6
COc1ccc(C)cc1-n1nnnc1SCC1CCCO1 (stereo not given) | 1.4
Cc1ccc(S(=O)(=O)NNC(=O)Nc2ccc(Cl)cc2)cc1 | 0.4
CC(=O)n1c2c(c3ccccc31)OC(N)=C(C#N)C2c1ccc(C(C)C)cc1 (stereo not given) | -1.4
Cn1cccc1CC(=O)N/N=C/c1ccc([N+](=O)[O-])cc1 | 0.2
CC1(C)CC(=O)C(C2C3=C(CC(C)(C)CC3=O)Oc3ccccc32)C(=O)C1 (stereo not given) | 3.3

(next part)
SMILES | TTR transcr act
COc1cc(C(=O)NCCc2ccc(S(N)(=O)=O)cc2)ccc1OCc1c(C)noc1C | 2.6
O=C(CSc1nc2c(c(=O)[nH]1)CCC2)Nc1cccc(Cl)c1 | 2.0
O=C(CN(c1ccc(F)cc1)S(=O)(=O)c1ccc2c(c1)OCCO2)N1CCOCC1 | 1.0
O=C(COC(=O)Cc1c[nH]c2ccccc12)Nc1ccccc1 | -1.2
Cc1ccc(-n2c(C)cc(C(=O)COC(=O)c3c(C)noc3C)c2C)cc1 | -3.2
CC(=O)N1CCc2cc(S(=O)(=O)NC(C(=O)N3CCN(c4ccccc4F)CC3)C(C)C)ccc21 (stereo not given) | -0.8
Cc1cccc(NC(=O)Nc2nc3ncccn3c2-c2ccc(F)cc2)c1 | 0.7
O=C(Nc1cnc2ccccn2c1=O)c1ccc(Cl)cc1Cl | 1.7
CCCCOc1ccc(C(=O)OC2CC(C)N(C)CC2C)cc1 (stereo not given) | -1.0
CC(=O)Nc1cccc(-c2cc3c(c4c2ccn4C)C2CCC3O2)c1 (stereo not given) | -0.1
CC(NC(=O)CN1C(=O)NC2(CCCC2)C1=O)c1ccc2ccccc2c1 (stereo not given) | -1.6
CC(=O)c1nn(-c2ccc(Cl)cc2)cc1C(=O)c1ccccc1 | 1.8
COc1ccc(-c2noc(C3CCCN(C(=O)c4c(F)cccc4F)C3)n2)cc1OC (stereo not given) | -1.0
CCCCCC(=O)NC(=S)Nc1cccc(-c2nc3ncccc3o2)c1 | -1.6
CSc1snc(SCC(N)=O)c1C#N | 9.0
CCCC(=O)Nc1cc(OC)c(OC)cc1C(=O)O | -2.0
COc1ccc(CN(C)C(=O)C2CSC3(C)CCC(=O)N23)cc1 (stereo not given) | -0.5
O=c1c2ccccc2n(CC(O)CN2CCCCC2)c2ccccc12 (stereo not given) | 4.3
COc1cccc2cc(C(=O)C3=C(O)C(=O)N(CCN4CCOCC4)C3c3ccc(Cl)cc3)oc12 (stereo not given) | -1.0
CCSc1nnc(NC(=O)C(Cc2ccccc2)n2cccc2)s1 (stereo not given) | 2.1
N#Cc1nc(COc2ccccc2Cl)oc1NCc1cccnc1 | -2.0
Cc1occc1-c1nnc(SCc2nnc(-c3ccc(Cl)cc3)o2)n1C | -0.2
Cc1ccccc1Oc1ccc2c(c1)[C@@H]1C[C@H](N(C)C(=O)c3cccnc3)[C@H]([C@H](C)O)C(=O)N1CC2 | -1.1
COc1ccc2c(c1)CC(C(=O)Nc1ccc(Cl)cc1)/C(=N/O)O2 (stereo not given) | 1.1
COc1cc(NC(=O)C(C)N2CCN(C(=O)C3CC3)CC2)cc(OC)c1 (stereo not given) | 4.3

Reprinted from the part before: 2 compounds, followed by the next part.
SMILES | TTR transcr act
COc1ccc2c(c1)CC(C(=O)Nc1ccc(Cl)cc1)/C(=N/O)O2 (stereo not given) | 1.1
COc1cc(NC(=O)C(C)N2CCN(C(=O)C3CC3)CC2)cc(OC)c1 (stereo not given) | 4.3
S=C(NCC1CCCO1)Nc1ccc(Cl)cc1 (stereo not given) | 3.0
Cc1ccc2[nH]c3c(N4CCc5ccccc5C4)ncnc3c2c1 | -6.7
CCCCCCCCCCCCCCCC[N+](C)(C)CCl | -1.4
COc1ccccc1C1C(C(=O)c2cc3ccccc3o2)=C(O)C(=O)N1CCN1CCOCC1 (stereo not given) | 2.0
CC1(C)OC2OC(C3COC(=O)O3)C(OC(=O)c3ccccc3)C2O1 (stereo not given) | 25*
CC(=O)Nc1sc(N/N=C/c2ccc(N(C)C)cc2)nc1-c1ccc(C)cc1 | 1.0
CCOC(=O)CNS(=O)(=O)c1ccc(S(=O)(=O)N2CCCC2)cc1 | -0.2
Cc1ccc2c(c1)N(Cc1ccccc1)C(=O)C(C)S2 (stereo not given) | -1.3
CN(c1cccc(NC(=O)Nc2ccc(Cl)cc2)c1)S(C)(=O)=O | -5.7
CC(C)C(=O)Nc1cccc(NC(=O)c2ccc([N+](=O)[O-])cc2Cl)c1 | 0.4
CCCc1cc(-c2nc(N)ncc2-c2csc(C)n2)c(O)cc1OC | -1.1
CC(=O)c1ccc(S(=O)(=O)N2CCC3(CC2)CC(=O)c2ccccc2O3)cc1 | 2.4
CCOC(=O)N1CCN(C(=O)CSc2nc(=O)n3ccc(C)cc3n2)CC1 | 1.6
N#CCCn1c(=S)[nH]c2ccccc21 | 1.2
COc1ccc(CCN(CC(=O)NC2CCCC2)C(=O)Cn2nnc(-c3ccc(C)o3)n2)cc1OC | 0.2
COCCNc1cc(C)c(C#N)c2nc3ccccc3n12 | -4.4
COc1cccc(CNC(=O)c2nnn(CC(=O)Nc3cc(Cl)ccc3C)c2N)c1 | 4.0
COc1ccc(S(=O)(=O)Nc2cc3c4c(c2)CCC(=O)N4CCC3)cc1 | -1.3

Screens deposited in PubChem BioAssay by The Scripps Research Institute Molecular Screening Center.
